# phage Ecoli inh: E. coli growth loss with phage present; growth absorbance; inhibition, % at 11.9 µM; 360,000 compounds, 0.26% hits; in the data active = inhibition above about 11%
# CDK5 p35 inh: CDK5/p35 (human) kinase inhibition; Q00535+Q15078; Recombinant CDK5/p35, ADP-Glo luminescence, 60 min; inhibition, % at 10 µM; 330,000 compounds, 0.01% hits; AID 488839;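 active = highest replicate inhibition of at least 50% and at least 75% of replicates reaching 50%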;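 also: plate controls were DMSO neutral control for no effect and GW8510 at 10 µM for full effect; many of its hits are not listed in these tables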
# Target sequence (Q00535 whole entry, looked up): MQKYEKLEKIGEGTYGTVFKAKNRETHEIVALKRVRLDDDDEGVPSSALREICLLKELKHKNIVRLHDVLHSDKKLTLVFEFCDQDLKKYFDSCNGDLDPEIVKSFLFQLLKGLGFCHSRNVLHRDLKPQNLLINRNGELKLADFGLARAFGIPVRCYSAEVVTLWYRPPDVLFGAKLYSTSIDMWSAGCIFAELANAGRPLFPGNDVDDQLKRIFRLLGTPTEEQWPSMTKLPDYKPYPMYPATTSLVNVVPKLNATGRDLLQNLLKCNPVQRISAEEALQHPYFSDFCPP
# Target sequence (Q15078 whole entry, looked up): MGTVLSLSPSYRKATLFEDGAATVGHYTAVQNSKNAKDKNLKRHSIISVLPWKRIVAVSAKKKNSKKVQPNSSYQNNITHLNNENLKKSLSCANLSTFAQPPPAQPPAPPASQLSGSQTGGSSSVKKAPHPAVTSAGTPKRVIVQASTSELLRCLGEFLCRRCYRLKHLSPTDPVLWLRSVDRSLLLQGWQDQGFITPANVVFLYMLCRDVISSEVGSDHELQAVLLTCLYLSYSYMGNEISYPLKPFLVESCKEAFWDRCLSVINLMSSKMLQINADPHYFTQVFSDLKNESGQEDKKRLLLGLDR
# HTR5A inv ctr: inverse agonist of human HTR5A in OPRM1-OPRD1 counter-screen. HTR5A cell line, luminescence, inverse agonism. inhibition, % at 9.3 µM. 340,000 compounds, 0.083% hits. AID 504634; in the data active = inhibition mostly above about 23%, no sharp cut-off; inactive = mostly below about 18%;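 also: 0% = cells with DMSO and 100% = no-cell wells with DMSO; some compounds called inactive have numbers as strong as hits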
# E coli growth: reduces bacterial viability in AddAB counter-screen | 330,000 compounds, 0.27% hits | inhibition, % at 11.9 µM | AID 449728 | E. coli V3065 growth, OD600 absorbance, 18 h;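 active = inhibition above the campaign's mean inhibition across all tested compounds plus 3 SD, cut at about 9.9% in these data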;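 also: uninfected addAB+ strain grown without phage in ampicillin broth; 0% = DMSO wells and 100% = ciprofloxacin 0.95 µg/ml wells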
# PKA-R2B activ: PKA-R2B complex activation | P22694+P31323 | PKA-R2B holoenzyme dissociation, Cy5-IP20 fluorescence polarization; R2B truncated from residue 108, S112A mutant; 0% DMSO only, 100% 113 µM cGMP | activation, % at 11.4 µM | 340,000 compounds, 0.079% hits | AID 504700;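 active = activation above a cutoff set at the mean over all compounds plus 3 SD, cut at about 18% in these data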;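 also: higher means more holoenzyme dissociation and a rise in polarization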
# Target sequence (P31323 whole entry, looked up, other chains not shown, the tested form may be a part): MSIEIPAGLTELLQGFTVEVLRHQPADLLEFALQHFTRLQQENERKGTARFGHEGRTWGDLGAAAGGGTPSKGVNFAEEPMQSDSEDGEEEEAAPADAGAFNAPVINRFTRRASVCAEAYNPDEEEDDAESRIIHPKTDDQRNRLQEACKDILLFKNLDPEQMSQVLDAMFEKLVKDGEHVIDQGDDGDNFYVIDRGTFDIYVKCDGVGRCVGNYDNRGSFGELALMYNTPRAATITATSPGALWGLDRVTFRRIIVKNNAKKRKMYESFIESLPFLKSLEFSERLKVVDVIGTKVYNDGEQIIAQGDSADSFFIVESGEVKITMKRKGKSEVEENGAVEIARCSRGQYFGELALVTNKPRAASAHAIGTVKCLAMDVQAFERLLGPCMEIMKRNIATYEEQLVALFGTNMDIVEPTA
# HTR5A ag: counter-screen for OPRM1-OPRD1 agonists: human HTR5A agonism; 340,000 compounds, 0.61% hits; P47898; activation, % at 9.3 µM; HTR5A agonist assay, luminescence, cell-based; in the data active = activation mostly above about 9.5%, no sharp cut-off; inactive = mostly below about 7.6%;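 also: 0% = cells with vehicle only and 100% = reference agonist; strong numbers were not always called active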
# Mot1-301 SUMO: SUMOylation pathway inhibition by Mot1-301 growth rescue; 320,000 compounds, 1% hits; growth rescue, % at 18.8 µM; S. cerevisiae Mot1-301 growth rescue, ATP luminescence, 38.5C; percent above DMSO median, 100 means doubled;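 active = every valid replicate shows activation above 250% relative to neutral control wells; inactive = the rest, any valid replicate at or below 250%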;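 also: OY570 slx delta 5 strain wells were the positive control but not used for scaling; some compounds called inactive have numbers as strong as hits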
# DAGLB inh: diacylglycerol lipase beta (human) inhibition | inhibition, % at 5.17 µM | AID 504411 | HEK293T DAGLB membrane lysate, EnzChek fluorogenic substrate | Q8NCG7 | 340,000 compounds, 0.059% hits; in the data active = inhibition above about 34%;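 also: 0% = enzyme with vehicle and 100% = wells lacking enzyme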
# Tat transport: blocks Tat-dependent protein export in E. coli | AID 488895 | inhibition, % at 10 µM | 340,000 compounds, 0.036% hits | E. coli MC4100 TorA-mCherry Tat export, fluorescence;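 active = mean replicate inhibition at least 50% and at least half of replicates individually reaching 50%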;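 also: exported cargo escapes ClpAP degradation while cytoplasmic cargo is degraded and loses fluorescence; 0% = median of neutral control wells and 100% = median of NaSCN control wells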
# PKA-R1A activ: PKA-R1A complex activation; PKA-R1A dissociation, Cy5-IP20 fluorescence polarization; scaled: DMSO 0%, 113 µM cGMP 100%; activation, % at 11.4 µM; 340,000 compounds, 0.083% hits; P00514+P68181;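 active = percent activation above the mean of all tested compounds plus 3 SD, cut at about 19% in these data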;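 also: higher means more PKAc released from R1A so a rise in polarization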
# AddAB inh: less growth of phage-infected E. coli with AddAB. E. coli expressing H. pylori AddAB, absorbance growth. inhibition, % at 11.9 µM. 330,000 compounds, 0.29% hits; in the data active = inhibition above about 12%;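 also: 0% = vehicle wells of infected cells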
# Numbers without * were called inactive; i = inactive; / = not tested or not shown.
SMILES,phage Ecoli inh,CDK5 p35 inh,HTR5A inv ctr,E coli growth,PKA-R2B activ,HTR5A ag,Mot1-301 SUMO,DAGLB inh,Tat transport,PKA-R1A activ,AddAB inh
CCCCNC(=O)C(C)N(CCN(C)C)C(=O)CCCCCN1C(=O)NC(c2ccc(Cl)cc2)C(C(=O)OCc2ccccc2)=C1C (stereo unspecified),2.0,-1.4,2,-2.3,-2,-1,/,1,28,-6,-2.2
Cc1ccc(C(=O)N/C(=C\c2cn(S(=O)(=O)N(C)C)c3ccccc23)C(=O)N2CCCC2)cc1,-0.3,-3.0,-11,-0.3,-3,3,-8,0,15,-1,1.0
COc1ccc(S(=O)(=O)N2CCCCCC2)cc1C(=O)N(C)CCOc1ccccc1,-1.1,-11,3,-0.8,-2,0,-2,-2,-3,-2,0.5
O=S(=O)(Cc1ccccc1)N1CCN(Cc2ccc(Br)cc2)CC1,2.4,-0.5,7,-3.6,0,3,-10,-3,1,-7,1.1
Cc1c(C(=O)NCC2CCCO2)oc2ccccc12 (stereo unspecified),1.7,-1.5,-15,1.8,-1,7,0,-4,2,2,1.4
O=C1c2oc3ccccc3c(=O)c2C(c2cccc(O)c2)N1c1ccccn1 (stereo unspecified),2.9,0.3,-2,-0.9,-4,1,-9,0,-1,3,0.9
Cc1cc(C)n2nc(C(=O)Nc3ccc(S(=O)(=O)N4CCCC4)cc3)nc2n1,1.4,2.1,26,0.3,-1,1,/,3,15,-9,3.4
COCCCn1c(SCC(N)=O)nnc1-c1ccccc1,3.8,2.5,-40,-0.1,-7,4,-7,-2,0,-6,0.3
Cn1c(=O)c2c(nc(N3CCOCC3)n2CCSc2ncccn2)n(C)c1=O,2.1,-4.0,-34,0.6,2,0,-6,0,-2,7,-1.4
Cc1c(NC(=O)CSc2nccn2C)c(=O)n(-c2ccccc2)n1C,3.4,-1.1,2,-4.7,-14,7,-17,-1,-9,-10,-0.2
COc1cccc(/C=N\NC(=O)C2C(=O)NCC2c2ccccc2)c1O (stereo unspecified),1.5,-2.5,-5,0.0,-5,-1,-14,0,-13,-6,0.5
Cc1ccccc1C(=O)NC(=S)Nc1ccc(S(=O)(=O)N2CCN(C)CC2)cc1,1.7,-1.4,27,-0.8,13,2,4,-1,-4,8,3.4
COc1cc(CC(=O)Nc2ccc(S(=O)(=O)NC3=NCCCCC3)cc2)cc(OC)c1OC,2.6,-0.8,22,1.1,4,-1,8,1,-4,-2,-1.8
CCN(CC)c1ccc(NC(=O)c2ccc3c(c2)OCO3)cc1,5.0,0.9,-7,3.8,-5,2,-5,-3,-4,-4,6.0
COc1ccc(C2(C)NC(=O)N(CC(=O)NCc3ccccc3F)C2=O)cc1 (stereo unspecified),-0.1,-1.2,-5,2.1,1,2,i,0,-10,-11,3.9
CC(=O)N1c2ccccc2[C@@H](C)[C@@H]1C,0.8,-0.4,-26,-0.3,0,2,-1,-3,2,-5,2.4
COc1ccc(C(=O)NCC(C)C)c(OC)c1,1.7,-0.7,15,-1.9,-13,0,12,2,-3,-7,-0.6
COc1ccccc1/C=C1\SC(=S)N(CCC(=O)NC2=NCCS2)C1=O,4.3,0.5,12,-1.6,4,-2,2,-1,-6,-2,-2.3
O=[N+]([O-])c1cccc(/C=N/NC2=NS(=O)(=O)c3ccccc32)c1,3.6,-0.4,21,-0.4,5,-8,13,0,-6,12,2.0
CCCC(=O)N=C1SC2CS(=O)(=O)CC2N1c1ccc(-c2nc3ccc(C)cc3s2)cc1 (stereo unspecified),3.2,-3.8,11,-2.7,0,2,11,1,-6,2,-1.6
CCN(Cc1ccncc1)C(=O)c1ccccc1NS(=O)(=O)c1ccc(Br)cc1,1.4,1.8,-9,2.2,-6,10,172,0,0,-11,1.1
CCNC(=O)CN1C(=O)NC2(CCCCCC2)C1=O,2.8,0.5,10,0.8,2,-3,1,-3,-9,2,-1.2
CC(C)OC(=O)C1=C(N)N2C(=O)CSC2=C(C(=O)OC(C)C)C1,2.6,-1.9,5,0.1,1,-2,12,-2,3,2,0.2
CC(C)CN(C(=O)COc1ccc(C(C)(C)C)cc1)C1CCS(=O)(=O)C1 (stereo unspecified),1.4,-4.1,-19,-1.4,-8,8,1,4,13,0,0.9
CCOC(=O)/C=C1\SCC(=O)N1CC(O)CN1C(=O)CS/C1=C/C(=O)OCC (stereo unspecified),1.8,1.1,-2,/,-5,1,/,-1,-4,-8,/

# (more compounds)
SMILES,phage Ecoli inh,CDK5 p35 inh,HTR5A inv ctr,E coli growth,PKA-R2B activ,HTR5A ag,Mot1-301 SUMO,DAGLB inh,Tat transport,PKA-R1A activ,AddAB inh
CCOC(=O)N1CCN(C(=O)Nc2ccc(Cl)cc2)CC1,2.2,1.1,-27,1.2,-5,-4,-9,1,5,4,1.4
O=C(CN1CCN(S(=O)(=O)c2ccc(Cl)s2)CC1)NCc1ccc(Cl)cc1,1.9,-1.3,-9,-0.2,6,4,-27,1,1,6,-0.7
COC(=O)/C=C1\S/C(=N/N=C/c2ccccc2)NC1=O,-1.0,0.8,-2,3.1,-12,9,/,3,-1,-4,-1.2
COc1ccccc1N(C)S(=O)(=O)c1ccc(C(=O)Nc2ccc(C(N)=O)cc2)cc1,0.1,0.3,8,1.4,7,-3,8,-1,9,-6,3.0
O=C(CCN1CCOCC1)NNC(=S)NC(=O)c1ccccc1,-4.2,0.9,15,-0.2,-3,-6,284,1,-15,-12,3.9
CCC(CC)C(=O)Nc1ccc(S(=O)(=O)Nc2nccs2)cc1,2.9,-3.5,9,3.2,-2,-3,441*,-1,1,-1,7.1
COc1cc(NC(=O)c2ccccc2C)c(OC)cc1NC(=O)CN1CCOCC1,4.2,0.2,9,-0.7,-9,1,-13,0,-3,7,2.8
Cc1ccc(C(=O)NNS(=O)(=O)c2ccc(F)cc2)cc1,1.1,0.0,-8,1.6,2,2,-6,-2,-3,-1,1.4
Cc1cccc(N2C(=O)CN(Cc3sccc3C)C2=S)c1,1.2,/,-34,0.4,7,3,19,-10,11,-11,4.2
O=C(CSc1nnc2ccccn12)N1CCc2ccccc21,2.3,-0.3,8,-0.1,2,4,31,0,-8,-11,2.5
Cc1cccc2cc(CN(Cc3ccccc3)C(=O)N(C)C)c(=O)[nH]c12,2.3,0.8,-5,0.3,-9,1,5,-4,-2,-1,1.6
CCOc1ncccc1C(=O)OCc1cn2cc(Cl)ccc2n1,0.9,0.5,17,0.6,-6,6,-3,1,17,-11,0.5
O=c1c2c(ncn2C2CCCC2)n(Cc2ccccc2)c(=O)n1CCOc1ccccc1,5.1,2.3,-12,1.0,14,7,-7,-6,5,-11,0.7
CCOC(=O)C1CCN(c2cc3c(cc2NC(=O)c2ccc(OC)c(OC)c2)n(C)c(=O)n3C)CC1,-1.3,-0.3,-3,-0.8,3,-7,-5,-6,-5,-2,2.9
COc1cc(N2CCCC2)c(OC)cc1/C=C1/NC(=S)NC1=O,-0.9,0.6,8,0.8,-5,1,-18,-105,-3,6,1.6
C[C@]12c3[nH]c4ccc(Cl)cc4c3CCN1C(=O)[C@@H](CC(=O)NCCN1CCOCC1)C[C@@H]2C(=O)N1CCCCC1,2.3,-0.1,-11,-2.0,2,3,/,1,2,1,-1.5
Cc1ccc2nc(-c3cccc(Br)c3)cc(C(=O)NC3CC3)c2c1,2.3,0.5,7,1.4,-4,-3,-10,-1,-2,-19,2.1
NC(=O)Nc1ccc(Cl)cc1,0.1,0.2,-9,0.0,23*,3,-4,1,1,2,0.2
CCCCCc1cc(=O)[nH]c(=S)[nH]1,0.0,-1.5,-11,-0.5,-5,3,-1,-3,-4,-4,-1.7
Cc1cccc(NC(=O)CN2C(=O)N/C(=C\c3ccccc3OCc3ccc(C(=O)O)cc3)C2=O)c1,1.1,-0.1,10,-0.3,1,0,-15,-1,-4,-2,-0.2
O=C(Oc1ccccc1)c1cccc(COC(=O)c2cnccn2)c1,1.0,8.0,5,0.8,-5,-1,-10,0,-14,-4,2.0
COCCn1c(SCC(=O)Nc2ccccc2OC)nc2c(oc3ccccc32)c1=O,4.0,-0.5,-4,0.2,-10,1,-7,0,0,3,1.7
N#Cc1c(NC(=O)c2cccnc2)sc2c1CCC2,4.1,2.3,7,-0.1,-7,-1,/,-2,1,-5,1.6
CC1C(=O)C(C)C(c2ccc(Br)cc2)NC1c1ccc(Br)cc1 (stereo unspecified),2.9,-1.8,-5,-1.6,0,1,37,-33,6,1,-0.8
CCOc1cc(-c2c(C#N)c(N)nc3c2CCCC3C)ccc1O (stereo unspecified),1.6,1.5,-28,-10,-2,-1,305,-4,-1,1,0.2

# Following part
SMILES,phage Ecoli inh,CDK5 p35 inh,HTR5A inv ctr,E coli growth,PKA-R2B activ,HTR5A ag,Mot1-301 SUMO,DAGLB inh,Tat transport,PKA-R1A activ,AddAB inh
O=C(c1ccc(Cl)cc1)c1coc2ccc(O)cc12,3.1,2.2,-1,0.3,3,2,92,-4,-7,10,-0.8
CCC1CCCCN1CCCNC(=O)Cn1cnc2sc(C)c(S(=O)(=O)N3CC(C)CC(C)C3)c2c1=O (stereo unspecified),/,-1.1,-7,-2.5,0,5,287,-1,1,8,-1.2
N#CC[C@H](Cc1ccccc1)N1CC[C@@H](NC(=O)OCc2ccccc2)CCC1=O,-1.8,-1.0,-21,-2.3,0,8,3,-2,14,-4,-0.4
COC(=O)c1ccc(-n2cncn2)c(F)c1,-0.6,1.8,19,0.8,-11,2,-18,2,-3,-4,1.4
Cc1nc2cccc(C(=O)NC3CCCCC3)c2o1,2.7,-0.5,12,-0.9,-6,-3,-3,1,-1,-6,-1.1
Cc1cccc(CSc2cccc3cccnc23)c1,0.8,0.4,0,-3.2,-6,-1,22,-12,12,-8,-1.4
FC(F)(F)c1cccc(OCc2nnc3n2CCC3)c1,2.4,-0.1,-1,-2.0,3,0,13,1,-7,-1,-0.4
O=C(Cn1cnc2ccccc2c1=O)c1ccccc1,0.8,-0.5,16,-2.4,-11,-3,/,-2,-3,9,-1.6
COc1cc(NC(=O)c2cccs2)c(C(=O)OCC(=O)NC(=O)NC(C)(C)C)cc1OC,2.1,-1.2,13,-0.8,-15,-4,-7,0,-4,-7,-2.8
CC(C)C[C@@H](NC(=O)[C@H]1CCCN1C(=O)Cc1ccccc1)C(N)=O,1.9,-0.7,5,1.8,0,-1,-12,0,-8,7,1.4
Cc1ccc(N2C(=O)C(Cl)=C(N3CCOCC3)C2=O)cc1Cl,0.6,0.4,10,0.9,5,-4,3,0,-8,-3,1.5
CS/C(Nc1cc(Cl)ccc1Cl)=C(/C#N)C(=O)c1ccco1,1.8,-2.9,-1,4.1,-2,4,-15,6,9,0,4.6
O=C(CSc1nc2ccccc2s1)N1c2ccccc2Sc2ccccc21,2.2,1.4,-12,-0.7,-4,4,-15,-7,4,3,3.3
CC(=O)NC(=O)COC(=O)c1ccc2ncsc2c1,3.6,0.0,15,0.3,1,1,-5,-4,-3,2,0.0
